HIF-2a inh – HIF-2a reporter inhibitors, primary screen, luminescence, 786-0 RCC cells; 786-0 RCC cells HIF-2a reporter, luciferase luminescence, overnight; inhibition, % at 18.8 µM; actives 0.72% (n = 360,000); AID 624352, 2012;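 active means inhibition of the luminescence signal of 40% or more relative to plate controls, in a single-dose primary screen at 18.75 µM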
NR2E3 ag-1 – NR2E3 agonists in two-hybrid cells, primary screen, cell-based, luminescence, CHO-S, Gal4-NCOR/VP16-NR2E3 | inhibition of corepressor binding, % at 3.98 µM | AID 602229, 2012 | luciferase | actives 0.35% (n = 360,000);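 active means inhibition above the mean of all tested compounds plus 3 SD, cut at about 70% in these data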;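 further: 0% = DMSO with NR2E3 transfected cells and 100% = cells lacking NR2E3 construct; higher means lower luciferase signal from less NR2E3 corepressor binding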
Target sequence (Q9Y5X4 whole entry, looked up, the tested form may be a part): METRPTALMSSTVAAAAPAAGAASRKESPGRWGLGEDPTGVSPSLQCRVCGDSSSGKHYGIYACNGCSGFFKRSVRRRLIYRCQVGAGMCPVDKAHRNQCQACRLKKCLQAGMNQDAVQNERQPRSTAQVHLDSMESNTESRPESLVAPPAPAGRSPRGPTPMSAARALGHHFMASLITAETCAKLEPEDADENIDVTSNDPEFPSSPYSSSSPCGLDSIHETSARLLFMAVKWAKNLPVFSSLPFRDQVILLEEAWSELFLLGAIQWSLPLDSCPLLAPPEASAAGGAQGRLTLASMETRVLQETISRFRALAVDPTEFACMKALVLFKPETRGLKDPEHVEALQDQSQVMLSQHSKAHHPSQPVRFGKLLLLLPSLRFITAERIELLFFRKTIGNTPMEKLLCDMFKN
CF NFkB inh – inhibitors of PAF-induced NF-kB signaling, primary screen, cell-based, GFP fluorescence, uHTS; KKLEB NF-kB-GFP reporter, GFP fluorescence overnight; inhibition, % at 5 µM; actives 0.86% (n = 360,000);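 active means at least 50% inhibition at 5 µM, scaled per plate between neutral and stimulator controls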;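 further: PAF is a Pseudomonas aeruginosa culture filtrate used as stimulus; plate controls were PAF-stimulated DMSO wells for no effect and unstimulated DMSO wells for full effect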
Peg3 prom inh – Peg3 promoter-driven luciferase inhibitors, primary screen, cell-based, HeLa, luciferase luminescence; HeLa PEG-Prom luciferase reporter, overnight; inhibition, % at 20 µM; AID 588405, 2011; actives 1.7% (n = 360,000);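 active means inhibition of at least 50% at 20 µM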
EBV LMP1 NFkB – EBV LMP1-driven NF-kappaB luciferase reporter inhibitors, primary screen, cell-based, luminescence, single point; actives 0.69% (n = 350,000); LMP1-induced NF-kappaB luciferase reporter cells; inhibition, % at 12.5 µM; in the data active means inhibition above about 41%; inconclusive means no clear call, values can overlap the other calls;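 further: 0% = neutral control wells and 100% = reference inhibitor control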
NR2E3 ag-2 – inhibitors of NR2E3-RetCOR corepressor binding, primary screen, NR2E3 agonist project, biochemical, TR-FRET, GST-NR2E3, biotin-RetCOR; Photoreceptor-specific nuclear receptor (Homo sapiens), Q9Y5X4; 1536-well; inhibition of corepressor binding, % at 4.78 µM; actives 0.12% (n = 320,000); AID 2300, 2010;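 active means percent inhibition above the cutoff of mean plus 3 SD of all tested compounds, set per screening campaign, cut at about 20% in these data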;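 further: 0% = DMSO wells and 100% = biotin wells as full block of FRET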
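system = GST-tagged NR2E3 plus biotinylated RetCOR corepressor | input = 1.35 nM GST-NR2E3 | also added = 7 nM biotin-RetCOR | schedule = 5 h incubation at 4 °C | measured by = TR-FRET with europium anti-GST and streptavidin-D2, 340 nm excitation | read-out = percent loss of FRET ratio relative to control wells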
KKLEB tox – cytotoxicity in KKLEB CF airway cells, primary screen, cytotoxicity control for CF NF-kB inhibitor project, cell-based, uHTS, fluorescence assay plates | KKLEB CF airway cells viability, ATPlite luminescence, overnight; hits give low values; cells stimulated with P. aeruginosa culture filtrate | activity change (cytotoxicity), % at 5 µM | actives 0.36% (n = 360,000) | AID 602141, 2011;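 active means corrected activity change at or below -50% at 5 µM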
iPSC survival up – enhancers of single-cell hiPSC survival, primary screen, ATPlite luminescence; 100% = ROCK inhibitor wells, 0% = DMSO; survival enhancement, % at 20 µM; actives 0.044% (n = 360,000); in the data active means survival enhancement above about 18%;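 further: cells exposed to compounds for 16 hours before the ATP read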
TRAIL sens C8 – viability loss with TRAIL in NB7+C8 cells, primary screen, TRAIL sensitizer project, cell-based, ATPlite luminescence | inhibition (viability loss, TRAIL sensitization), % at 10 µM | actives 1% (n = 360,000) | AID 624354, 2012;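 active means compounds causing at least 50% loss of cell viability in the single-dose screen, relative to plate controls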
Shn3 3UTR inh – reduction of Shn3 3'UTR firefly luciferase signal, primary screen, Schnurri-3 inhibitor project, cell-based, Clone20 osteoblasts, set 2; inhibition, % at 12.5 µM; AID 588674, 2011; Clone20 osteoblast Shn3 3'UTR firefly luciferase, 24 h; actives 0.52% (n = 360,000);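 active means mean inhibition of at least 75% with every replicate also reaching 75%; inconclusive means mean inhibition at least 75% but some replicate below; inactive means mean inhibition below 75%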;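 further: 0% = median of neutral control wells and 100% = pilot-screen positive control compound; some compounds past the cut are filed as inactive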
TRPM1 prom inh – inhibitors of MITF-dependent TRPM1 promoter reporter, primary screen, cell-based, SK-MEL-5, single point, luciferase; SK-MEL-5 TRPM1 promoter luciferase, 24 h; inhibition, % at 12.5 µM; actives 0.83% (n = 330,000);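 active means mean inhibition across replicates of 60% or more, whatever share of single replicates reaches that level; inconclusive means some that reach 60%, reason not given; inactive means mean inhibition across replicates below 60%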; further: values of inactives mirror those of a sister screen read the other way
* hit, by the source's call; u = inconclusive; x = no result given. This is a subset; count on the stated rates, not on these rows.

SMILES	HIF-2a inh	NR2E3 ag-1	CF NFkB inh	Peg3 prom inh	EBV LMP1 NFkB	NR2E3 ag-2	KKLEB tox	iPSC survival up	TRAIL sens C8	Shn3 3UTR inh	TRPM1 prom inh
CC(=O)NCCNc1nc2c(-c3ccccc3)nnn2c2ccccc12	-42	-22	-67	-16	-18	0	-13	0.7	-7	-42	6
Cc1ccc(S(=O)(=O)/C(C#N)=C/c2c(N3CCC(C(N)=O)CC3)nc3c(C)cccn3c2=O)cc1	18	-28	8	12	-3	0	-8	2.4	-3	-8	1
CCS(=O)(=O)N1Cc2ccccc2CC1C(=O)NCCc1c[nH]c2ccccc12 (configuration not stated)	5	-10	-2	15	-12	5	5	-0.3	-11	-3	19
Cc1cc(C)cc(N=C2SC(CC(=O)Nc3ccccc3)C(=O)N2CCN2CCOCC2)c1 (configuration not stated)	17	6	-2	15	0	-1	-5	-0.5	6	18	-1
COc1ccccc1NS(=O)(=O)c1cc2c3c(c1)CC(=O)N3CCC2	8	1	0	15	1	2	-5	-0.4	-6	13	0
Cc1ccc(S(=O)(=O)NCc2ccc(C(=O)NC3CC3)cc2)cc1	11	-42	10	8	0	3	0	-0.3	6	-6	2
CCCCn1c(-c2cccc(F)c2)nc2c1c(=O)[nH]c(=O)n2CC(C)C	20	-1	22	38	11	4	-14	0.0	3	8	7
Cc1oc(-c2ccccc2)cc1C(=O)NC1CCN(Cc2ccccc2)CC1	17	6	6	21	x	4	-5	0.5	8	5	x
COc1ccc(NC(=O)C23CC4CC(CC(Cl)(C4)C2)C3)cc1S(=O)(=O)N1CCOCC1	6	-46	-2	12	3	x	-21	0.8	-1	-1	-5
O=C(Nc1nnc(-c2ccc(F)cc2)s1)Nc1ccccc1F	-10	-4	-28	-32	x	1	16	1.0	13	-54	x
COc1ccc(N2CCN(CCC(O)c3ccc4ccccc4c3)CC2)cc1 (configuration not stated)	6	29	-1	30	8	4	4	-0.5	8	-6	-4
O=C1C(Cl)=C(NCCc2ccccc2)C(=O)c2ccccc21	-57	-20	42	63*	-5	x	4	0.2	8	28	u
O=C(NCC(c1ccco1)N1CCCCC1)c1cccc(S(=O)(=O)Nc2ccc(F)cc2)c1 (configuration not stated)	6	-18	-7	8	-9	x	4	0.7	32	16	3
O=C(CCNS(=O)(=O)c1ccc(F)cc1)N1CCN(c2ncccn2)CC1	5	8	26	14	0	x	-4	2.9	-9	-11	x
CC(C)N(C(=O)COC(=O)[C@H](C)NC(N)=O)c1ccccc1	11	15	6	21	4	-2	-8	-0.3	1	7	0
Cc1ccnc(N/C=C(\C#N)c2nc(-c3cccc(Br)c3)cs2)c1	-12	-18	-49	-21	-8	-1	10	-2.0	-4	2	8
COc1ccccc1CNC(=O)CCNS(=O)(=O)/C=C/c1ccc(C)cc1	5	8	36	5	-1	x	-1	-0.4	13	-3	15
CC1CN(C(=O)c2cccs2)CCN1C(=O)c1cccs1 (configuration not stated)	15	-9	-3	5	7	3	4	-0.7	0	-4	-17
Cc1ccc(C)c(NC(=O)C2CCCN(S(=O)(=O)c3ccc4[nH]c(=O)ccc4c3)C2)c1 (configuration not stated)	4	-1	-4	-3	0	0	0	-0.7	-11	-5	12
CC(C)C(C(=O)NCC1CCCO1)N(Cc1ccco1)C(=O)CNS(=O)(=O)c1ccccc1 (configuration not stated)	12	-8	7	15	4	5	-8	7.0	0	7	2

Arranged by SMILES length (high to low): part of the list above
SMILES	HIF-2a inh	NR2E3 ag-1	CF NFkB inh	Peg3 prom inh	EBV LMP1 NFkB	NR2E3 ag-2	KKLEB tox	iPSC survival up	TRAIL sens C8	Shn3 3UTR inh	TRPM1 prom inh
Cc1ccnc(N/C=C(\C#N)c2nc(-c3cccc(Br)c3)cs2)c1	-12	-18	-49	-21	-8	-1	10	-2.0	-4	2	8
CC(C)N(C(=O)COC(=O)[C@H](C)NC(N)=O)c1ccccc1	11	15	6	21	4	-2	-8	-0.3	1	7	0
COc1ccc(N2CCN(CCC(O)c3ccc4ccccc4c3)CC2)cc1 (configuration not stated)	6	29	-1	30	8	4	4	-0.5	8	-6	-4

Next section
SMILES	HIF-2a inh	NR2E3 ag-1	CF NFkB inh	Peg3 prom inh	EBV LMP1 NFkB	NR2E3 ag-2	KKLEB tox	iPSC survival up	TRAIL sens C8	Shn3 3UTR inh	TRPM1 prom inh
C=CCc1cc(Cl)ccc1OCCCNC(C)CC (configuration not stated)	-5	2	11	-3	-2	1	-28	-1.6	-5	2	-1
c1ccc2c(OCCCN3CCCCCC3)cccc2c1	3	19	7	3	10	4	2	-0.3	7	6	-4
CCN(CC)CCNC(=O)Cn1cnc2sc(C)c(S(=O)(=O)N3CC(C)CC(C)C3)c2c1=O (configuration not stated)	9	-12	10	10	10	5	-30	0.4	-7	-17	11
Cn1c(=O)n(CCc2ccccc2)c(=O)c2c1nc1n2CCCN1c1ccccc1	-72	-7	-1	-33	-27	-1	8	0.6	-3	-15	-15
Cn1cc(CN2CCN(c3cnccn3)CC2)c(-c2cccc(Cl)c2)n1	11	-9	16	18	-3	0	5	3.8	1	-1	14
O=C(NC(Cc1ccccc1)C(=O)N1CCCC1C(=O)O)c1ccccc1 (configuration not stated)	13	3	-14	12	5	2	12	-2.6	-10	4	4
CC(NC(=O)c1ccc2c(c1)C(=O)N(Cc1cccnc1)C2=O)c1ccccc1 (configuration not stated)	-3	-33	0	13	-6	0	2	-0.4	-11	-14	8
COc1ccc(CNC(=O)C2CCN(C(=O)Cc3ccccc3)CC2)cc1	-5	-27	6	-13	-1	3	-1	-0.6	-10	-8	2
COc1ccc(/C=C/C(=O)NC(C)CCc2ccccc2)cc1OC (configuration not stated)	6	-15	14	10	4	-3	-24	-0.4	-5	10	5
CS(=O)(=O)N(CC(=O)NCc1ccco1)c1ccc(OCc2ccccc2)cc1	-23	-29	-4	-22	5	4	-10	-0.4	6	6	-10
COc1cccc(-c2nc(-c3ccc4c(c3)NC(=O)CO4)cs2)c1	-297	-71	-5	-266	-51	0	0	0.4	0	-33	-187
Cc1ccc2nc(C)c(C(=O)N/N=C/c3ccc(N4CCOCC4)cc3)cc2c1	-18	-3	-6	-20	6	3	7	0.2	8	-18	1
COc1ccccc1CNC(=O)CS(=O)Cc1nc(-c2ccccc2C)oc1C (configuration not stated)	0	19	13	1	-2	1	4	3.5	-18	-11	-6
Cn1nccc1NS(=O)(=O)c1ccc(F)cc1	18	-6	-3	-3	8	0	7	-0.2	10	23	-1
N#Cc1ccc(CSc2ccc(S(=O)(=O)N3CCCCCC3)cn2)cc1	0	3	-12	6	-5	x	9	-0.5	10	26	8
COc1cc(/C=C/CNC[C@H]2O[C@@H](n3cnc4c(N)ncnc43)[C@H](O)[C@@H]2O)ccc1O	4	7	-23	-2	x	x	1	3.0	-5	50	x
Cn1c(/N=C/c2ccccc2[N+](=O)[O-])nc2ccccc21	-3	7	1	16	-2	2	10	-0.2	10	18	20
COc1ccc(/C=C/C(=O)c2ccc(O)cc2)cc1CN1CCOCC1	19	-4	23	-7	10	-3	2	0.3	-7	-39	21
CC(=O)Nc1cccc(C(=O)OCC(=O)NCc2ccc(F)cc2)c1	12	-2	2	6	3	-1	0	-0.8	4	1	6
CCCCOc1ccc(C(=O)NCC(=O)OCC(=O)N2CCN(S(=O)(=O)c3ccc(C)cc3C)CC2)cc1	8	16	0	1	-1	-3	4	6.1	-2	-38	-2
COc1cccc(-n2nc(C(=O)O)c3ccccc3c2=O)c1	3	-9	-6	-7	-2	2	8	1.0	-26	-11	6
O=C(Nc1cc(Cl)ccc1N1CCOCC1)c1cccnc1	5	-6	5	-3	-4	-4	-3	0.2	-16	4	1
O=C(CN(C1CCCCC1)S(=O)(=O)c1ccc(Cl)cc1)NCc1ccncc1	4	-22	3	12	-5	4	1	2.2	-24	-6	9
CC(C)(C)c1ccc(S(=O)(=O)NC(=O)C2(C)CCN2C(=O)Cc2cc(F)ccc2F)cc1 (configuration not stated)	5	-24	9	-7	x	x	11	-1.9	2	-10	x
Cn1c(=S)c2[nH]c(SCCN)nc2n(C)c1=O	6	46	14	-5	8	x	18	-3.1	-12	-2	-1
CCc1nnc(NC(=O)C2CCCN2S(=O)(=O)c2ccc(F)cc2)s1 (configuration not stated)	11	-1	13	0	-3	5	-2	-1.8	24	-22	-7
O=C1CCCc2oc3c(c21)CCCC3	13	0	18	-2	1	2	3	3.3	9	-4	-2
COC(=O)C1=C(C)N=C2SC(C)C(=O)N2C1c1cccc(F)c1 (configuration not stated)	10	15	18	26	0	-1	-6	-3.7	-29	4	-3
O=[N+]([O-])c1ccc(N2CCCC2)nc1N1CCCC1	-9	-10	-11	3	-1	-1	10	2.8	3	x	8
COc1ccc(-c2csc(N(CCCN(C)C)C(=O)c3ccc(C)cc3)n2)cc1	8	3	2	26	10	3	-3	-0.8	3	9	-6
CN(C)CCN(C(=O)/C=C/c1cccs1)c1nc2c(F)cc(F)cc2s1	7	21	32	106*	-2	0	-31	-2.7	3	55	33
CC1=NN(C(=O)c2csc(C)c2)C(O)(C(F)(F)F)C1 (configuration not stated)	12	-65	-1	2	-2	2	-1	2.9	-7	-20	7
Cc1ccccc1C(=O)O/N=C(\N)c1ccncc1	-217	-16	-6	-193	56*	6	4	-1.1	52*	-39	-24
OCC1(CO)CCCC(CO)(CO)C1O	1	-22	-7	-1	7	x	18	-0.5	-4	14	2
CC(CC(=O)Nc1cc(C(F)(F)F)ccc1Cl)c1ccccc1 (configuration not stated)	2	-2	6	11	3	1	1	3.0	-5	8	-11
CCN(CC)CCCNc1oc(/C=C/c2ccccc2)nc1C#N	-51	-19	-12	-43	x	3	4	0.3	-1	-3	x
Cc1cc(C(=O)COc2ccc(Br)cc2F)c(C)n1CC1CCCO1 (configuration not stated)	-102	-43	21	-74	-19	x	-9	-2.0	8	-18	x
CC(=O)Oc1ccc(-c2csc(Nc3cccc(C)n3)n2)cc1	-369	-123	-38	-394	-60	2	10	-0.6	7	-107	-52
Oc1c(C(c2cccs2)N2CCN(c3cccc(Cl)c3)CC2)sc2ncnn12 (configuration not stated)	15	-34	35	33	-4	2	4	0.6	0	2	-7
